From PubChem
CSN inh – CSN deneddylation inhibition; Q92905; Purified CSN, SCF-Nedd8-OG deneddylation, fluorescence polarization; inhibition, % at 12.5 µM; 360,000 tested, 0.38% active; AID 651999;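 active = pattern-corrected inhibition above about 35%, with an unprinted fluorescence ratio check between 0.5 and 1.5, limit read from the data, passing the limit was not always enough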;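 also: 0% = enzyme with substrate and 100% = substrate without enzyme; some results filed as inactive read as strong as hits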
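Test system: purified human Csn5 enzyme expressed in HEK293T cells. Amount: 0.24 nM enzyme. Reagent: SCFSkp2-Nedd8OG substrate at 10 nM final. Schedule: 90 min incubation of compound, enzyme and substrate at room temperature. Detection: fluorescence polarization. Read-out: % inhibition of substrate cleavage by Csn5.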
NadD block – blocks S. aureus nicotinate mononucleotide adenylyltransferase | 360,000 tested, 0.78% active | AID 602399 | purified NadD enzyme, colorimetric absorbance read-out | inhibition, % at 20 µM; in the data active = inhibition above about 26%; also: some compounds past the cut are filed as inactive
PABP1 MLLE inh – blocks PAM2 peptide binding to the PABP1 MLLE domain | inhibition, % at 20 µM | P11940 | 360,000 tested, 0.36% active | GST-MLLE / FITC-PAM2 fluorescence polarization | AID 588489; in the data active = inhibition above about 35%, passing the limit was not always enough;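 also: plate controls were DMSO wells with GST-MLLE for no effect and wells lacking GST-MLLE protein for full effect; some results filed as inactive read as strong as hits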
Scp1 inh – blocks human Scp-1 phosphatase activity; inhibition, % at 20 µM; 340,000 tested, 0.88% active; Recombinant Scp1, phosphopeptide, malachite green phosphate absorbance; Q9GZU7;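 active = inhibition above about 50% at 20 µM, limit read from the data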;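 also: plate controls were DMSO wells with enzyme for no effect and wells lacking enzyme for full effect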
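Test system: SCP-1 phosphatase catalytic domain, residues 76-261 | Compound dosing: One concentration, 20 µM, with 1.0% DMSO | Schedule: 45 min room-temperature reaction, 5 min colour, 30 min stabiliser | Detection: Absorbance at 630 nm | Read-out basis: % inhibition of SCP-1 phosphate liberation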
DNMT1 block – blocks human DNA methyltransferase DNMT1; DNMT1 molecular beacon, Hinp1I cleavage, fluorescence; 360,000 tested, 0.83% active; inhibition (reported as % activation of signal), % at 10 µM; P26358; in the data active = inhibition above about 50%
Target sequence (P26358 504-1616 limits assumed): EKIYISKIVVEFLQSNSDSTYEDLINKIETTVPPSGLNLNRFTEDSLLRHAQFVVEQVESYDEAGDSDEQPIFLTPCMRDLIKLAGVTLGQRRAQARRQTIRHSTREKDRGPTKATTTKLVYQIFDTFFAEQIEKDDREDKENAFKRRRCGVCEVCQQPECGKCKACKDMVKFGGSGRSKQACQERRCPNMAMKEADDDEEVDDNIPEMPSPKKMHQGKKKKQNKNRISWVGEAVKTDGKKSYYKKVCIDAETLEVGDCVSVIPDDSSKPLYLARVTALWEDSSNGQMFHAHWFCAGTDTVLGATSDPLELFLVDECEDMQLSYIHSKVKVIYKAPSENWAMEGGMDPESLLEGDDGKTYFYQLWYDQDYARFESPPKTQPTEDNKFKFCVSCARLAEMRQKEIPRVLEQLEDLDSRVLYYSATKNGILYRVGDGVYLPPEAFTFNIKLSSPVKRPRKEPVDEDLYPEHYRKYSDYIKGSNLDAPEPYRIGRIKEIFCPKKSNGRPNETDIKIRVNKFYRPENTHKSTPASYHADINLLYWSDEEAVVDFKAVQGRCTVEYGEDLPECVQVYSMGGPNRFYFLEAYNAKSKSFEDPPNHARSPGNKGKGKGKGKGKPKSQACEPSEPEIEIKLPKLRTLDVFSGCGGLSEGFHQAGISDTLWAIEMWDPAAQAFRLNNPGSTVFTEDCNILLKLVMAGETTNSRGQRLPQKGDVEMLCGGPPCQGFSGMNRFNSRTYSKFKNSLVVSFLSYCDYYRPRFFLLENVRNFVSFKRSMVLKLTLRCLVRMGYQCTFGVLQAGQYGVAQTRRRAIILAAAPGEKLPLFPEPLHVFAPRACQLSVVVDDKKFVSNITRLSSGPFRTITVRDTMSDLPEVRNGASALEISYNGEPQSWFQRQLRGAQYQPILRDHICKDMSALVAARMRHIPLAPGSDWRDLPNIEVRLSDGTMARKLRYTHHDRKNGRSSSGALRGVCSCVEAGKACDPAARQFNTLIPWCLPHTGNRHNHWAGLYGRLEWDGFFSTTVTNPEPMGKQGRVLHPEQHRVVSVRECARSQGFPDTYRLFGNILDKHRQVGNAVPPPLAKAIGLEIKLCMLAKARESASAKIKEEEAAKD
SUMO1-SIM PPI – alters human SUMO1 binding to SIM partners | P63165 | SUMO1 binding to a labelled peptide, TR-FRET, 1 h | inhibition, % at 20 µM | 360,000 tested, 0.33% active | AID 602429; in the data active = inhibition above about 37%
LMPTP inh – blocks human LMPTP phosphatase; AID 651560; 360,000 tested, 0.22% active; inhibition, % at 20 µM; recombinant LMPTP-A, OMFP fluorogenic substrate, fluorescence intensity; P24666;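 active = compounds that cut the enzyme signal by at least half of the control window in the single-dose screen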;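 also: plate controls were DMSO wells with enzyme plus substrate for no effect and substrate without enzyme for full effect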
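Assay system: LMPTP-A enzyme. Input: 0.625 nM LMPTP-A final. Probe or stimulus: 400 µM OMFP. Compound dosing: single 20 µM dose. Schedule: 50 min dark incubation at room temperature. Detection: fluorescence intensity of OMFP turnover product. Read-out: percent inhibition versus substrate-only and uninhibited controls. Benchmarks: no-enzyme low control, uninhibited high control.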
Tb MetRS inh – Trypanosoma brucei MetRS inhibition | 360,000 tested, 0.4% active | inhibition, % at 11.9 µM | purified T. brucei MetRS, ATP depletion, Kinase-Glo luminescence;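 active = inhibition above a per-plate cutoff of the control wells' mean inhibition plus 3 SD, cut at about 5.5% in these data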;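 also: 0% = DMSO wells median and 100% = median of wells with control inhibitor compound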
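Material – parasite MetRS enzyme · Medium – HEPES-MgCl2-KCl buffer plus DTT, spermine, BSA, pyrophosphatase · Reagent – ATP, methionine and E. coli bulk tRNA substrates · Times – 15 min enzyme-compound preincubation, 2 h reaction, 10 min detection, 25 °C · Measured by – luminescence of leftover ATP · Evaluation – percent inhibition relative to median high and low control wells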
STEP inh – inhibitors of human striatal-enriched phosphatase STEP; recombinant STEP, OMFP fluorogenic substrate, fluorescence; P54829; AID 588621; 360,000 tested, 0.25% active; inhibition, % at 20 µM;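 active = inhibition at 20 µM, scaled per plate between control wells, above about 37%, limit read from the data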;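 also: 0% = DMSO with enzyme and substrate and 100% = substrate only without enzyme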
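Assay system: isolated STEP enzyme / Timing: 20 min at room temperature, dark / Doses: 20 µM, 1% DMSO / Technique: fluorescence intensity, excitation 480 nm, emission 540 nm / Reagent: fluorogenic phosphatase substrate OMFP at 25 µM final / Measure: percent inhibition scaled to no-enzyme and uninhibited-enzyme controls, plate-pattern corrected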
Rpn11 block – Rpn11 (human) deubiquitinase inhibition | O00487 | human 26S proteasome, Ub4-pepOG fluorescence polarization; 20S core pre-blocked with epoxomicin | calls only at 20 µM | 360,000 tested, 0.59% active | AID 588493;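 active = inhibition at 20 µM, scaled to each plate's controls, above about 33%, limit read from the data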
* = called active by the depositor; i = inactive; nt = no result given.

Sequence of screens – SUMO1-SIM PPI, DNMT1 block, CSN inh, PABP1 MLLE inh, Tb MetRS inh, Rpn11 block, LMPTP inh, STEP inh, NadD block, Scp1 inh
- O=C(O)CCn1c(=O)[nH]c(=O)n(CCC(=O)O)c1=O
 : 4, 0, -13, 11, -0.2, i, -1.3, 3, 1, -6
- O=C(COC(=O)c1cc[n+]([O-])cc1)Nc1ccc2c(c1)OCCO2
 : -4, -1, 2, 1, -0.8, i, -0.7, 2, -2, -7
- COc1ccc(C(=O)/C=C/c2ccc3c(c2)OCCO3)cc1
 : -13, -4, 0, -7, -1.0, i, 0.1, 0, -10, -21
- COc1ccc(OCc2nc(-c3ccc(F)c(F)c3)cs2)cc1
 : 2, 2, 0, 1, -0.3, i, 1.3, 2, 0, -13
- COc1ccc(-c2csc(N(CCCN(C)C)C(=O)c3ccccc3F)n2)cc1
 : 4, -3, -1, 9, -0.5, i, -0.9, -2, -1, -6
- CC(=O)c1cccc(CN2CCC(C(=O)Nc3ccc(Oc4cccnc4)cc3)CC2)c1
 : -2, 0, 5, 9, -0.2, i, 4.1, 0, 0, 0
- CCC1NC(=O)c2cc3ccccc3cc2-n2c1nc1cc(F)ccc1c2=O (stereo not drawn)
 : -19, 2, 2, -7, -0.1, i, -3.1, -2, 1, nt
- Cc1ccc(C(=O)Nc2cccnc2)cc1C
 : 0, 0, 3, 12, -0.4, i, -1.3, 1, 0, nt
- O=C(c1ccccc1)N1N=C(c2ccco2)CC1c1cccs1 (stereo not drawn)
 : -9, -7, 9, -14, 0.0, i, -0.8, -2, -2, -8
- Oc1ccc(O)c(C=NNC(=S)NC2CC3CC2C2C=CCC32)c1 (stereo not drawn)
 : -1, -28, 2, 27, -0.3, i, -2.9, -4, 2, nt
- Cc1c(NC(=O)c2nn3c(c2Br)NC(c2ccccc2)CC3C(F)(F)F)c(=O)n(-c2ccccc2)n1C (stereo not drawn)
 : -1, 2, 5, -5, 0.6, i, -0.7, 1, 2, -4
- Cc1c(Nc2cc(=O)oc3ccccc23)c(=O)n(-c2ccccc2)n1C
 : 4, 8, 3, -3, -1.8, i, -0.2, -7, 2, -3
- CN(CCC#N)C(=O)c1cc2c(s1)-c1ccccc1SC2
 : -13, 1, -2, 9, 0.0, i, -0.6, 0, -1, -9
- O=c1[nH]c(SCc2nc3ccccc3n2Cc2ccccc2)nc2ccccc12
 : 2, 3, -5, -4, -0.1, i, -0.6, 2, 5, 4
- C=CCn1c(SC(C)C(=O)Nc2ccc(Cl)cn2)nnc1C1CC1 (stereo not drawn)
 : 27, -1, -1, 13, -0.6, i, -0.4, 0, -6, -1
- CCOC(=O)c1cnc2nc(C)nn2c1N
 : 1, 4, -5, 4, -0.2, i, -1.7, -3, -5, -5
- Cc1c(Br)c([N+](=O)[O-])nn1CC(=O)Nc1cccc2nonc12
 : -4, -23, 2, -27, 0.2, i, 0.1, -4, 0, -5
- Cc1c(-c2ccc(Cl)cc2)[n+](=O)c2c(n1[O-])CCCC2
 : -6, 6, 108, 0, 0.1, i, -1.6, 2, -9, 1
- COc1ccc2[nH]c(C(=O)N/N=C/c3ccccc3OC)cc2c1
 : -8, -5, -2, -6, -0.6, i, 2.5, 1, 1, -4
- CC(C)C(=O)N[C@@H]1c2ccccc2CC[C@H]1OCc1ccccc1
 : 2, 2, -11, 8, 1.6, i, 0.7, 1, 0, -4
- CCn1cc(C(=O)NCCCN2CCCC(C)C2)c(=O)c2cc(S(=O)(=O)N3CCc4ccccc4C3)ccc21 (stereo not drawn)
 : 1, -7, 2, 5, -0.6, i, 4.5, 1, -4, 5
- COc1ccc(C(=O)COC(=O)c2sc(C)nc2C)cc1OC
 : -5, 0, 0, -1, -0.4, i, -0.3, 4, -8, 47
- Cc1ccc(S(=O)(=O)N(C)[C@H]2C[C@H]3c4[nH]c5ccccc5c4CCN3C[C@H]2[C@H](C)O)cc1
 : -14, -1, 0, 14, 2.4, i, 1.8, 0, 7, nt
- CCOC(=O)CN(c1ccccn1)S(=O)(=O)c1ccccc1
 : -4, 3, 6, -2, -0.5, i, -1.9, -5, -3, -5
- CCn1c(CC(=O)Nc2ccc(C)cc2)nnc1SCC(=O)Nc1nc(C)cs1
 : 1, 13, -1, -4, -1.5, i, 0.6, 1, -3, -1
- CCOC(=O)C(CCCOc1ccccc1C)C(=O)OCC
 : 10, 1, 2, -6, -0.7, i, 0.4, 4, -4, -15
- COCCn1c(Cc2ccccc2)nnc1SCC(=O)N(C)C
 : 0, 2, 2, 2, -0.3, i, -1.9, 1, -1, -1
- Cc1nc2ccccc2cc1C(=O)O
 : 1, 4, -4, 3, -1.5, i, 0.4, -1, 3, -1
- CC1CCC(C(C)C)C(OC(=O)C2=C3c4ccccc4S(=O)(=O)N3CC2)C1 (stereo not drawn)
 : -4, 0, -2, -5, 0.4, i, 1.4, 4, -1, -6
- COc1ccc(S(=O)(=O)N2CCCN(CC(=O)Nc3ccccc3F)CC2)cc1
 : 0, 0, 1, -2, -0.7, i, -1.8, -1, -2, 2
- Cc1cc2ncc(C(=O)Nc3ccccc3)c(C)n2n1
 : -3, -2, 0, -5, -0.4, i, -2.1, -1, 3, -6
- CCCn1c(C)cc(/C=C(\C#N)C(=O)OCC(=O)N(C)c2c(N)n(Cc3ccccc3)c(=O)[nH]c2=O)c1C
 : -20, -3, -3, -20, -0.2, i, 2.6, 2, 8, -3
- Cc1nn2c(NCc3ccccn3)cc(C(C)C)nc2c1-c1ccccc1
 : 6, 2, 6, 0, -0.3, i, 3.8, -1, -5, -27
- COc1ccccc1N1CCN(/N=C/c2c(C)nn(-c3ccccc3)c2C)CC1
 : -2, -7, -6, 41*, -0.4, i, 2.1, 4, 1, -3
- O=C(CCn1cnc2ccccc2c1=O)Nc1ccc(S(=O)(=O)N2CCCCC2)cc1
 : 0, 16, 4, -1, -1.4, i, -0.8, -1, -1, 0
- COc1ccc(C(=S)N2CCC(C(N)=O)CC2)cc1Br
 : 7, -2, -4, 42*, 0.6, i, 0.4, 36, 3, 0
- O=c1[nH]c(CSc2ncn[nH]2)nc2ccccc12
 : 3, 1, 3, -6, -0.7, i, -4.1, 6, 3, 6
- O=C(Nc1nc(-c2ccc(Br)cc2)cs1)c1cccnc1
 : 14, 32, 0, 8, 0.0, i, -0.6, 2, 1, 2
- COc1ccccc1OCC(=O)Nc1ccc(S(=O)(=O)N2CCCC2)cc1
 : -1, 1, 0, -8, 0.0, i, -0.1, 0, 2, -5
- COc1ccc(OC)c(C2=Nn3c(nnc3-c3ccncc3)SC2)c1
 : 2, 19, 2, -14, -0.5, i, -0.6, -1, -4, -6
- COc1ccccc1N1CCN(c2cc(C)nc3nc(C)nn23)CC1
 : 2, 1, 2, 5, 0.0, i, -0.3, 1, -2, -4
- COc1cc(/C=C/C(=O)OCC(=O)NCCC2=CCCCC2)ccc1O
 : 1, 0, 0, 1, -1.4, i, 0.3, -2, -3, 4
- Cc1cc(C)nc(NC(=O)c2ccc(Cl)cc2Cl)n1
 : 0, 0, 5, 0, 0.1, i, -0.3, 0, -3, -7
- CC(=O)c1ccc(OC2(C)CCN(Cc3ccc4c(c3)OCCO4)C2)cc1 (stereo not drawn)
 : 2, 4, 6, -10, -0.3, i, -0.9, 0, -3, nt
- COc1cccc(NC(=O)C2CCCN2C(=O)Nc2cccc(F)c2)c1 (stereo not drawn)
 : -5, -5, -3, 37, -1.1, i, 1.0, -3, -9, -2
- CCC(=O)N1CCC2(CC1)Oc1ccc(Cl)cc1C(=O)C21CC(c2ccc(Cl)cc2)=NO1 (stereo not drawn)
 : 8, -9, 1, 0, -0.3, i, 0.8, 1, 2, -3
- COc1ccc(S(=O)(=O)NCCCn2ccnc2)cc1C(C)(C)C
 : -4, 4, 0, -4, -1.5, i, -5.1, -2, -4, 0
- CCSc1nnc(-c2cc(Br)ccc2NC(C)=O)c(=O)[nH]1
 : -3, 1, 1, -4, 0.3, i, -4.3, -3, -7, -10
- Cc1cccc(OCc2nc(-c3ccccn3)n[nH]2)c1
 : 1, -3, 5, 4, -0.6, i, -1.5, -2, -5, -13
- CCCCCCn1c(SCC(=O)c2ccccc2)nc2c1c(=O)[nH]c(=O)n2C
 : -2, 28, 0, -122, -0.6, i, -1.7, 3, -4, -8
- S=c1nc2[nH]c3ccccc3c2n[nH]1
 : -3, 5, 2, 11, -0.2, i, 20, 3, 0, -1
- COc1ccc(C(=O)OCC(=O)Nc2ccccc2)cc1[N+](=O)[O-]
 : -17, 0, -5, -18, 0.3, i, -0.4, -4, -5, -8
- OC[C@@H]1CN(Cc2ccc(-c3ccccc3)cc2)C[C@H](n2cnc3c(NC4CCCC4)ncnc32)O1
 : 2, -10, 0, -5, -0.3, i, 4.4, 2, -2, nt
- O=C(Cc1cccs1)Nc1nnc(SCC(=O)NC2CCCCC2)s1
 : -1, 6, 6, -24, -0.2, i, -0.7, 1, -2, 5
- Cc1ccc(C(=O)Nc2ccc(N3CCN(C)CC3)cc2)c(Cl)c1
 : 2, -2, 2, 1, -0.5, i, 1.0, 0, -4, -5
- Nc1sc(-c2ccccc2)cc1C(=O)N1CCN(c2ccccc2)CC1
 : 0, nt, -3, nt, 0.2, nt, 2.6, nt, nt, nt
- O=C(NCc1ccccc1)C(c1cccs1)N(C(=O)c1csnn1)C1CC1 (stereo not drawn)
 : 1, 3, -2, -20, 0.1, i, -0.4, 0, -3, -5
- Cc1ccc(NC(=O)CCC(=O)N2CCOc3ccccc32)c(Cl)c1
 : -4, 3, 0, -9, 0.3, i, 0.4, -2, 4, 2
- Cc1ccc2c(c1)cc(CN(Cc1ccco1)S(=O)(=O)c1ccccc1)c1nnnn12
 : 2, -1, 4, -10, -0.1, i, 2.5, 5, -4, -25
- O=C(COC(=O)c1ccc(O)cc1)Nc1cc(S(=O)(=O)N2CCOCC2)ccc1Cl
 : 6, 1, -2, 1, -0.5, i, 0.2, -2, -7, 5
- COc1ccc(C(=O)NC(=S)NNC(=O)c2ccc3ccccc3n2)cc1
 : -4, -5, 4, 4, -0.8, i, 1.6, 1, 15, -18

Some values from the entries so far:
Value for `Cc1ccc2c(c1)cc(CN(Cc1ccco1)S(=O)(=O)c1ccccc1)c1nnnn12` under DNMT1 block: -1
Value for `COc1ccc(C(=S)N2CCC(C(N)=O)CC2)cc1Br` under SUMO1-SIM PPI: 7

This is a random part of the collection; overall some 3.6% were active at least once.
